Autophagy mod: alters autophagy in cells; 190,000 tested, 0.98% active; AID 463193; calls only at 10 µM (by protocol); MEF GFP-LC3 puncta imaging; test concentration mostly 10 µM;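 active means percentage of spot-positive cells more than 3 SD above its plate mean, without a fluorescence outlier flag or 80% toxicity; inconclusive means no clear call, values can overlap the other calls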;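 further: spot-positive cell cutoff set from DMSO-treated cells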
RSV antiviral HEp-2: inhibition of RSV-induced cytopathic effect – HEp-2 cells, primary 10 µM value included (AID 2391) | HEp-2 cells, RSV-induced CPE inhibition; higher % means a stronger effect | one-dose CPE inhibition, % at 10 µM; IC50 in µM for titrated hits | 310,000 tested, 0.13% active; in the data active means a potency from the dose series; inconclusive means CPE inhibition mostly from about 23% at the one dose, without a potency; inactive means the rest, 99 in 100 with CPE inhibition below about 21%; further: strong numbers were not always called active
GPR35 antagonists: inhibition of zaprinast-stimulated GPR35 beta-arrestin translocation – imaging, U2OS, beta-arrestin-GFP, zaprinast agonist, primary screen (AID 2058). U2OS GPR35 beta-arrestin-GFP translocation imaging, zaprinast antagonism; higher % means a stronger effect. one-dose inhibition, % at 10 µM; IC50 in µM for titrated hits. 290,000 tested, 0.052% active;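 active means inhibition of at least 50% with at least 30 cells and total cytoplasm GFP at most 10,000,000; inconclusive means under 30 cells or total GFP of 10,000,000 plus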
NS5 inhibitors: Dengue-2 NS5 methyltransferase inhibitors, primary screen, biochemical, confirmation dose response (AID 588689) | 340,000 tested, 0.3% active | inhibition, % at 25 µM, or IC50 in µM where a hit was titrated | Dengue-2 NS5 methyltransferase capping enzyme assay, biochemical; higher % means a stronger effect; in the data active means a potency from the dose series; inconclusive means inhibition above about 29% without an active follow-up result
LYP phosphatase: inhibitors of LYP phosphatase, biochemical, fluorescence intensity, uHTS (AID 1779). inhibition, % at 11.5 µM, or IC50 in µM where a hit was titrated. 290,000 tested, 0.054% active. recombinant LYP phosphatase, fluorescence intensity; higher % means a stronger effect; in the data active means inhibition above about 50%;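 further: plate controls were vehicle with enzyme for no effect and no enzyme for full effect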
NTR1 ag: agonists of NTR1, primary screen, imaging, U2OS cells, beta-arrestin-GFP, high content (AID 493036). NTR1-U2OS beta-arrestin-GFP spot imaging, agonist mode. activation, % at 20 µM. 330,000 tested, 0.17% active;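 active means activation at or above 40% of the spot to cytoplasm intensity ratio, with at least 20 cells analyzed; inconclusive means wells under 20 cells, flagged as cytotoxic or low count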;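 further: 0% = DMSO without peptide and 100% = 100 nM NTR1 peptide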
Target sequence (P30989 whole entry, looked up): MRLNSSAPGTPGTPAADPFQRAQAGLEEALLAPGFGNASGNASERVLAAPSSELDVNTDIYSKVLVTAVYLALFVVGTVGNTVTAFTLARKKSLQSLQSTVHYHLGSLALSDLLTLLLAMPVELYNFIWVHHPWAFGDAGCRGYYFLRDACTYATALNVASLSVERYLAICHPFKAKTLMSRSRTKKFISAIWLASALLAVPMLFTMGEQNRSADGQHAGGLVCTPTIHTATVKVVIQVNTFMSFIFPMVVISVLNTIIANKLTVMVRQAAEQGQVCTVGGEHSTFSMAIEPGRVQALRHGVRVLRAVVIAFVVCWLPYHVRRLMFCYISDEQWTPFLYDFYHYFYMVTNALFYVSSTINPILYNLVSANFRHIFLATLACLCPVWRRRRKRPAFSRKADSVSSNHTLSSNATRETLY
K1F lysis inhibition: protection from phage-mediated lysis, alamar blue read-out – E. coli UTI89, K1F phage, bacterial capsule biogenesis inhibitors (AID 488966); E. coli UTI89 K1F phage lysis, alamar blue, 2 h; higher % means a stronger effect; one-dose inhibition, % at 100 µM; IC50 in µM for titrated hits; 340,000 tested, 0.02% active;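 active means phage lysis inhibition, versus mean bacterial control, above a set limit; inconclusive means no clear call, values can overlap the other calls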;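 further: capsule biogenesis inhibitors block K1F phage lysis so surviving cells raise fluorescence; higher fluorescence means more inhibition of phage lysis; actives were called in the ten point dose series up to 300 µM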
WT yeast gro inh: growth inhibition of WT yeast, mitochondrial fusion screen; 190,000 tested, 2.1% active; mitochondrial fusion phenotypic screen, WT strain; inhibition, % at 10 µM; AID 1362; in the data active means inhibition above about 58%; tested in S. cerevisiae
AID2073: inhibitors of Mint1-CaV2.2 protein interaction, biochemical, HTRF (AID 2073). HTRF protein-protein interaction, Mint1-CaV2.2; higher % means a stronger effect. one-dose inhibition, % at 20 µM; IC50 in µM for titrated hits. 290,000 tested, 0.19% active; in the data active means inhibition mostly above about 51%, no sharp cut-off; inconclusive means no clear call, values can overlap the other calls; inactive means mostly below about 53%; further: some results filed as inactive read as strong as hits
WT yeast gro inh mutant strain: second read-out of WT yeast gro inh, no call of its own (marks repeat the call); inhibition, %; mitochondrial fusion phenotypic screen, mutant strain inhibition
Autophagy mod cell loss 18 h: recorded beside Autophagy mod, whose call it bears; toxicity, %; measured here: cell loss, nuclei count;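 cell loss after 18 h compound exposure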
NTR1 ag cell count 20 µM: recorded beside NTR1 ag, whose call it bears; cell count; measured here: cell count, cytotoxicity flag
An asterisk follows results filed as active; [ ] = another dose, or the depositor's remark.

Results for CCCCn1c(=O)[nH]c(=O)c2c1nc(-c1cc3c(cc1Br)OCO3)n2C ?
Autophagy mod: inactive; RSV antiviral HEp-2: -0.3%; GPR35 antagonists: -3.0%; NS5 inhibitors: 0.0%; LYP phosphatase: -5.9%; NTR1 ag: 0.0; K1F lysis inhibition: -0.4%; WT yeast gro inh: -9.5; AID2073: 11.8%; WT yeast gro inh mutant strain: -14.3; Autophagy mod cell loss 18 h: -3.8; NTR1 ag cell count 20 µM: 51

How did CC(=O)c1cccc(S(=O)(=O)NC(C)C2CC3CCC2C3)c1 (centres undefined) do in these assays?
RSV antiviral HEp-2: 2.6%; GPR35 antagonists: -0.2%; NS5 inhibitors: -5.3%; LYP phosphatase: -2.4%; NTR1 ag: 1.7; K1F lysis inhibition: 0.0%; AID2073: 10.7%; NTR1 ag cell count 20 µM: 52

Results for CCN(CC)S(=O)(=O)c1csc(C(=O)NCc2ccccc2)c1 ?
Autophagy mod: inactive; RSV antiviral HEp-2: 7.3%; GPR35 antagonists: 8.0%; NS5 inhibitors: 0.0%; LYP phosphatase: -1.6%; NTR1 ag: 1.0; K1F lysis inhibition: 0.6%; WT yeast gro inh: -19.7; AID2073: -10.1%; WT yeast gro inh mutant strain: -16.9; Autophagy mod cell loss 18 h: 12.9; NTR1 ag cell count 20 µM: 84

How did CN1CCN(c2ccc(NC(=S)NC(=O)c3cccc4c(Br)cccc34)cc2)CC1 do in these assays?
RSV antiviral HEp-2: -0.5%; GPR35 antagonists: -3.7%; NS5 inhibitors: -7.9%; LYP phosphatase: -13.8%; NTR1 ag: 2.8; K1F lysis inhibition: 0.2%; AID2073: 6.6%; NTR1 ag cell count 20 µM: 55

Results for CCC(C)NC(=O)c1ccc(NC(=O)CC2SC(N3CCCC3)=NC2=O)cc1 (centres undefined) ?
RSV antiviral HEp-2: 1.4%; NS5 inhibitors: -3.7%; NTR1 ag: -1.4; K1F lysis inhibition: 0.9%[50 µM]; NTR1 ag cell count 20 µM: 61

How did CCOc1ccccc1-n1nnnc1SCC(=O)NC(=O)Nc1ccc2c(c1)OCCO2 do in these assays?
Autophagy mod: inactive; RSV antiviral HEp-2: 4.5%; GPR35 antagonists: -0.7%; NS5 inhibitors: 2.1%; LYP phosphatase: -1.1%; NTR1 ag: 0.7; K1F lysis inhibition: -0.4%; WT yeast gro inh: 8.8; AID2073: -1.5%; WT yeast gro inh mutant strain: -8.7; Autophagy mod cell loss 18 h: -2.8; NTR1 ag cell count 20 µM: 43

How did COc1ccc(Nc2n[nH]c(N)c2C(N)=O)cc1 do in these assays?
Autophagy mod: inactive; RSV antiviral HEp-2: -0.4%; GPR35 antagonists: -10.9%; NS5 inhibitors: -7.6%; LYP phosphatase: -8.3%; NTR1 ag: -0.5; K1F lysis inhibition: -0.5%[50 µM]; WT yeast gro inh: 10.5; AID2073: -9.3%; WT yeast gro inh mutant strain: -3.7; Autophagy mod cell loss 18 h: 16.8; NTR1 ag cell count 20 µM: 48

What do the screens show for `Cc1onc(-c2ccc(Cl)cc2Cl)c1-c1csc(N/N=C/c2ccccc2Cl)n1`?
RSV antiviral HEp-2: 6.4%; GPR35 antagonists: -1.5%; NS5 inhibitors: -12.4%; LYP phosphatase: 1.4%; NTR1 ag: -1.0; K1F lysis inhibition: -0.2%; AID2073: 14.2%; NTR1 ag cell count 20 µM: 45

What do the screens show for `Cc1ccc(CNS(=O)(=O)c2ccc3c(c2)C(C)(C)C(=O)N3C)cc1`?
RSV antiviral HEp-2: 0.6%; GPR35 antagonists: 2.4%; NS5 inhibitors: -3.6%; LYP phosphatase: -9.8%; NTR1 ag: -1.0; K1F lysis inhibition: 4.0%; AID2073: 0.9%; NTR1 ag cell count 20 µM: 49

How did CC1CCc2c(sc(NC(=O)CSc3ncn[nH]3)c2C#N)C1 (centres undefined) do in these assays?
RSV antiviral HEp-2: 2.4%; GPR35 antagonists: -3.9%; NS5 inhibitors: -9.9%; LYP phosphatase: -1.9%; NTR1 ag: 2.1; K1F lysis inhibition: -1.2%; AID2073: -1.1%; NTR1 ag cell count 20 µM: 51

How did O=C(COC(=O)C1CCN(S(=O)(=O)c2ccc(Cl)c(C(F)(F)F)c2)CC1)NCc1ccco1 do in these assays?
RSV antiviral HEp-2: -1.0%; NS5 inhibitors: -2.2%; NTR1 ag: -0.4; K1F lysis inhibition: 0.7%[50 µM]; NTR1 ag cell count 20 µM: 62

Results for O=C(CCc1ccccc1)N1CCN(S(=O)(=O)c2cccs2)CC1 ?
RSV antiviral HEp-2: 1.8%; GPR35 antagonists: -12.8%; NS5 inhibitors: 1.6%; LYP phosphatase: -5.1%; NTR1 ag: 0.6; K1F lysis inhibition: -0.1%; AID2073: -3.2%; NTR1 ag cell count 20 µM: 59

What do the screens show for `Cc1ccc(NC(=S)NC2CC3CCCC(C2)N3Cc2cccs2)cc1` (centres undefined)?
Autophagy mod: inactive; RSV antiviral HEp-2: -2.0%; GPR35 antagonists: -1.2%; NS5 inhibitors: 0.7%; LYP phosphatase: -10.4%; NTR1 ag: 2.5; K1F lysis inhibition: 3.8%; WT yeast gro inh: -8.1; AID2073: -8.3%; WT yeast gro inh mutant strain: 2.5; Autophagy mod cell loss 18 h: 15.5; NTR1 ag cell count 20 µM: 55

Results for CCOC(=O)N1CCC(N2C(=O)c3ccccc3C2Nc2cc(C(=O)OC)cc(C(=O)OC)c2)CC1 (centres undefined) ?
Autophagy mod: inactive; RSV antiviral HEp-2: 1.1%; GPR35 antagonists: -5.1%; NS5 inhibitors: -4.2%; LYP phosphatase: -4.7%; NTR1 ag: 0.8; K1F lysis inhibition: -1.2%; WT yeast gro inh: 0.2; AID2073: 8.0%; WT yeast gro inh mutant strain: -7.8; Autophagy mod cell loss 18 h: 9.4; NTR1 ag cell count 20 µM: 83

What do the screens show for `Cc1cc(C)c(NC(=S)NCCCSC2CCCCC2)c(C)c1`?
Autophagy mod: inactive; RSV antiviral HEp-2: 1.2%; GPR35 antagonists: -10.4%; NS5 inhibitors: -2.2%; LYP phosphatase: -4.0%; NTR1 ag: 2.4; K1F lysis inhibition: -0.1%; WT yeast gro inh: 74.9*; AID2073: 7.9%; WT yeast gro inh mutant strain: 46.3*; Autophagy mod cell loss 18 h: 6.3; NTR1 ag cell count 20 µM: 52

Results for C/C(=N\NC(=O)c1nc2ccccn2c1C)c1ccco1 ?
Autophagy mod: inactive; RSV antiviral HEp-2: 0.7%; GPR35 antagonists: -3.8%; NS5 inhibitors: -8.7%; LYP phosphatase: 3.1%; NTR1 ag: -0.6; K1F lysis inhibition: -0.2%; WT yeast gro inh: 8.6; AID2073: 0.0%; WT yeast gro inh mutant strain: 9.8; Autophagy mod cell loss 18 h: 1.9; NTR1 ag cell count 20 µM: 48

Results for CCCNC(=O)c1cc(-c2ccc(OC)cc2)n(CCCOC)c1C ?
Autophagy mod: inactive; RSV antiviral HEp-2: 0.6%; GPR35 antagonists: -4.2%; NS5 inhibitors: -10.2%; LYP phosphatase: -5.0%; NTR1 ag: 0.6; K1F lysis inhibition: 1.6%[50 µM]; WT yeast gro inh: -4.7; AID2073: -10.3%; WT yeast gro inh mutant strain: -17.1; Autophagy mod cell loss 18 h: 2.2; NTR1 ag cell count 20 µM: 48

Results for O=C(NCc1ccccc1)C(c1ccccc1)N(Cc1cccs1)C(=O)c1cnccn1 (centres undefined) ?
Autophagy mod: inactive; RSV antiviral HEp-2: -0.9%; GPR35 antagonists: 8.7%; NS5 inhibitors: -8.9%; LYP phosphatase: 5.2%; NTR1 ag: -0.2; K1F lysis inhibition: 0.1%; WT yeast gro inh: -19.2; AID2073: -0.7%; WT yeast gro inh mutant strain: 0.6; Autophagy mod cell loss 18 h: 6.6; NTR1 ag cell count 20 µM: 76

What do the screens show for `COc1ccccc1CN(C)C(=O)c1ccc(COc2ccccc2)cc1`?
RSV antiviral HEp-2: inconclusive; GPR35 antagonists: -11.1%; NS5 inhibitors: -4.0%; LYP phosphatase: -6.7%; NTR1 ag: 0.5; K1F lysis inhibition: -0.2%; AID2073: 9.5%; NTR1 ag cell count 20 µM: 40

Results for CCOc1ccc(-c2cnc(SCC(N)=O)nc2N)cc1 ?
Autophagy mod: inactive; RSV antiviral HEp-2: 0.7%; GPR35 antagonists: 1.1%; NS5 inhibitors: -4.8%; LYP phosphatase: 4.9%; NTR1 ag: 3.5; K1F lysis inhibition: 1.3%; WT yeast gro inh: 1.8; AID2073: 5.8%; WT yeast gro inh mutant strain: 16.9; Autophagy mod cell loss 18 h: -5.8; NTR1 ag cell count 20 µM: 48

What do the screens show for `O=C(Nc1ccno1)Nc1ccc(Cl)cc1Cl`?
RSV antiviral HEp-2: inconclusive; GPR35 antagonists: 0.2%; NS5 inhibitors: -3.1%; LYP phosphatase: -8.8%; NTR1 ag: -0.6; K1F lysis inhibition: -1.9%; AID2073: -2.2%; NTR1 ag cell count 20 µM: 50

Results for CN(CC(=O)Nc1sccc1C#N)C1CCCCC1 ?
Autophagy mod: inactive; RSV antiviral HEp-2: 0.6%; GPR35 antagonists: -11.8%; NS5 inhibitors: 3.2%; LYP phosphatase: -8.4%; NTR1 ag: -2.1; K1F lysis inhibition: -0.8%; WT yeast gro inh: 9.9; AID2073: 7.1%; WT yeast gro inh mutant strain: 14.4; Autophagy mod cell loss 18 h: -7.7; NTR1 ag cell count 20 µM: 63

Results for CC(Oc1ccc(Cl)cc1Cl)c1ccnc2nc(N3CCOCC3)nn12 (centres undefined) ?
Autophagy mod: inactive; RSV antiviral HEp-2: 10.8%; GPR35 antagonists: -11.6%; NS5 inhibitors: -7.4%; LYP phosphatase: -7.9%; NTR1 ag: 2.9; K1F lysis inhibition: -0.6%; WT yeast gro inh: 75.5*; AID2073: 3.6%; WT yeast gro inh mutant strain: 45.1*; Autophagy mod cell loss 18 h: 1.2; NTR1 ag cell count 20 µM: 40

How did COC(=O)c1cc(=O)n(-c2ccc(F)cc2)c(=Nc2ccc(F)cc2)s1 do in these assays?
Autophagy mod: inactive; RSV antiviral HEp-2: -1.7%; GPR35 antagonists: -6.5%; NS5 inhibitors: -15.3%; LYP phosphatase: -0.6%; NTR1 ag: 50.1*; K1F lysis inhibition: -0.1%; WT yeast gro inh: 47.4; AID2073: 5.5%; WT yeast gro inh mutant strain: 41.7; Autophagy mod cell loss 18 h: 4.5; NTR1 ag cell count 20 µM: 42*

What do the screens show for `Cn1c(=O)c([N+](=O)[O-])c(Oc2ccccc2)c2ccccc21`?
Autophagy mod: inactive; GPR35 antagonists: 2.5%; NS5 inhibitors: 30.7%; LYP phosphatase: -9.7%; K1F lysis inhibition: 1.8%; WT yeast gro inh: -4.2; AID2073: 67.6%; WT yeast gro inh mutant strain: -8.4; Autophagy mod cell loss 18 h: -4.0

The order is random (roughly 2.6% active in at least one column).
